# PABP1 MLLE inh – inhibitors of microRNA-mediated deadenylation, human PABP1 MLLE binding; P11940; inhibition, % at 20 µM; GST-MLLE / FITC-PAM2 fluorescence polarization; 360,000 tested, 0.36% active; in the data active means inhibition above about 35%, passing the limit was not always enough;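 further: plate controls were DMSO wells with GST-MLLE for no effect and wells lacking GST-MLLE protein for full effect; some results filed as inactive read as strong as hits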
# Target sequence (P11940 whole entry, looked up): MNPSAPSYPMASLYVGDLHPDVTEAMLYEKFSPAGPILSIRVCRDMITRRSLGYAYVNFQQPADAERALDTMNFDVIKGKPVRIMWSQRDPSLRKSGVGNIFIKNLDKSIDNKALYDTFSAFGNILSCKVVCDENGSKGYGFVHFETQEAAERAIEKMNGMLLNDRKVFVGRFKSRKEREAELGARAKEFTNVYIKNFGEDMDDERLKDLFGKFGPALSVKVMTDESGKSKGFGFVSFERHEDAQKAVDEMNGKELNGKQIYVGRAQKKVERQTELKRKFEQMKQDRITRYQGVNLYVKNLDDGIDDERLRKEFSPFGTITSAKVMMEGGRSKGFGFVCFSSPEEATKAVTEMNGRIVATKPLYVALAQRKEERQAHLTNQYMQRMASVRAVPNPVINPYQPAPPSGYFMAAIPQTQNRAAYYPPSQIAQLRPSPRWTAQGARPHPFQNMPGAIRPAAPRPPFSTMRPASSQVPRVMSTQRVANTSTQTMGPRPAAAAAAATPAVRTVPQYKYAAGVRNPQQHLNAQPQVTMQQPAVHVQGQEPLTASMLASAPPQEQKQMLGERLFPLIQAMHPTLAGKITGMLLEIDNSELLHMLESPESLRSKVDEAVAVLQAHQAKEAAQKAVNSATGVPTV
# FAS TE block – inhibitors of human fatty acid synthase thioesterase domain | recombinant FAS-TE, OMFH fluorogenic substrate, fluorescence endpoint | AID 602261 | 360,000 tested, 0.67% active | inhibition, % at 15 µM | P49327;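 active means compounds whose normalised, plate-corrected inhibition of enzyme fluorescence in the single-dose primary screen is 50% or more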;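 further: 0% = DMSO with enzyme and 100% = substrate without enzyme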
# Rin1-Abl PPI inh – human Rin1-Abl interaction inhibition. P00519+Q13671. inhibition, % at 7.35 µM. AID 588664. 360,000 tested, 0.4% active. TR-FRET Rin1/Abl binding, biochemical; in the data active means inhibition above about 5%, passing the limit was not always enough
# MsrA act – activates bovine MsrA enzyme | purified bovine MsrA, absorbance read-out | activation, % at 10.6 µM | 360,000 tested, 0.3% active | AID 602163; in the data active means activation above about 7.5%;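 further: 0% = vehicle and 100% = reference activator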
# SKN-1 inh – inhibitors of C. elegans SKN-1. C. elegans VP596 Pgst-4::GFP/RFP ratio, acrylamide-induced, 24 h. inhibition, % at 21.8 µM. 360,000 tested, 0.49% active;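 active means interference check ratio from 0.5 to 1.5 plus GFP to RFP signal ratio inhibition reaching or exceeding a fixed threshold, cut at about 30% in these data, passing the limit was not always enough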; further: some compounds called inactive have numbers as strong as hits
# Neddylation inh – inhibitors of human cullin neddylation | calls only at 25 µM | AID 651699 | TR-FRET cullin neddylation, biochemical | 360,000 tested, 0.58% active | P61081+Q13564; in the data active means inhibition above about 36%
# eLon inh – inhibits E. coli Lon protease; P0A9M0; purified E. coli Lon protease, fluorescence polarization; inhibition, % at 7.94 µM; 360,000 tested, 0.42% active; AID 602123; in the data active means inhibition above about 13%, passing the limit was not always enough;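 further: 0% = enzyme with probe and DMSO and 100% = no enzyme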
# MT1-MMP act inh – inhibitors of human MT1-MMP activation | P50281 | HT1080 RFP-PRO-GFP cells, GFP/RFP ratio fluorescence, overnight; percent of plate control window, DMSO zero | GFP/RFP ratio change, % at 20 µM | 360,000 tested, 0.061% active | AID 651647;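 active means GFP/RFP ratio change of at least 30% with cell ATP level not reduced by more than half and red fluorescence within 50% of control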; further: strong numbers were not always called active
#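 Material – HT1080 RFP-PRO-GFP cells · Control set – DMSO wells and RFP-L50D-GFP cells · Incubation – overnight cell settling, then overnight compound exposure, 37 °C, 5% CO2 · Compound dosing – single-point 20 µM compound, 1% DMSO · Read-out – GFP/RFP fluorescence ratio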
# CendR NRP1 mod – NRP-1/CendR interaction modulation. AID 602438. inhibition, % at 25 µM. 360,000 tested, 0.85% active. FAM-RPARPAR peptide binding to NRP-1, fluorescence polarization;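 active means inhibition or corrected inhibition above about 18%, plus a signal ratio from 0.5 to 1.5, limit read from the data, passing the limit was not always enough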; further: strong numbers were not always called active
# * hit, by the source's call; i = inactive; x = no result given; & = joins results of further samples; ! = not confirmed by another sample.
SMILES,PABP1 MLLE inh,FAS TE block,Rin1-Abl PPI inh,MsrA act,SKN-1 inh,Neddylation inh,eLon inh,MT1-MMP act inh,CendR NRP1 mod
COC(=O)C1=C(c2ccc(OC)c(OC)c2)C[C@@H]2CC[C@H]1N2C(=O)NCCOc1ccc(OC)cc1,-8,-1,0,0,9,i,-3,3,2
CSCCC(c1nnnn1C1CCCC1)N1CCC(n2c(=O)[nH]c3ccccc32)CC1 (stereo not given),3,-1,19*,-2,22,i,-9,6,-10
Clc1cccc(Cl)c1CN1CCN(c2ccccc2)CC1,4,15,1,3,2,i,-5,3,0
CC(=O)OC1C(O)C2=C3C4(C)C1C(C)(C)C(=O)CC4C3(O)C(OC(C)=O)C1(CC1C)C2=O (stereo not given),x,20,x,-3,-18,i,8,-3,-3
CCOc1cccc(CNC2CN3CCC2CC3)c1 (stereo not given),-3,-7,-1,-10,-8,i,-2,1,-9
CC(C)NCC(O)c1ccc(C2CCCC2)cc1 (stereo not given),-3,-7,-1,-3,4,i,-5,0,0
CSc1ccc(C(c2c(O)c3ccccc3oc2=O)c2c(C)n(C)n(-c3ccccc3)c2=O)cc1 (stereo not given),2,7,0,-4,6,i,-1,6,-14
Cc1ccc2c(c1)C1CN(C)CCC1N2C(=O)COc1ccc(S(=O)(=O)N2CCOCC2)cc1 (stereo not given),6,-9,1,-1,0,i,0,4,10
O=C(c1ccc(Cl)cc1)C1CCCN(Cc2ccc3c(c2)OCCO3)C1 (stereo not given),3,0,3,0,-6,i,0,3,4
O=C1NCN(c2ccccc2)C12CCN(C(c1ccccc1)c1nnnn1-c1ccc3c(c1)OCCO3)CC2 (stereo not given),-9,20,3,-10,-5,i,8,-3,-9
O=C(c1ccc2c(=O)n(Cc3ccc4c(c3)OCO4)c(=S)[nH]c2c1)N1CCC2(CC1)OCCO2,-93,-2,-1,-8,14,i,5,15,-8
CC(=O)c1cn(Cc2ccccc2F)c2ccccc12,3,7,3,-14,26,i,-7,7,12
CCC(=O)c1cn(Cc2ccc(C#N)cc2)c2ccccc12,5,0,0,2,-8,i,0,2,1
CN1CCN(Cc2cn3cccnc3n2)CC1,-2,-6,3,1,15,i,-5,1,12
CNCCc1c(C)n[nH]c1C,-2,-7,2,-2,7,i,1,0,12
CC1=NOC2(C)Nc3ncnn3C(c3ccccc3)C12 (stereo not given),5,-8,3,-1,24,i,-14,0,-2
CS(=O)(=O)c1ccc(C2=C(CNC(=O)c3cccs3)[C@H]3CC[C@@H](C2)N3CCOc2ccccc2)cc1,8,-8,-1,-4,7,i,-3,-1,-8
O=c1[nH]c(=O)n(C2CCCCC2)c(O)c1/C=N/N1CCCCC1c1cccnc1 (stereo not given),-8,-4,-2,-4,2,i,-5,-5,-7
NCCc1cc(O)c(O)cc1O,47*!,2&-2,39*,-3&-5,76&42,i,2&-3,2&-1,19&18
CC12CN3CN(C1)CC(C)(C3)C2=NO,-3,-13,0,-3,3,i,-10,4,-6

# 14 entries from above, ordered by count of non-hydrogen atoms, falling.
SMILES,PABP1 MLLE inh,FAS TE block,Rin1-Abl PPI inh,MsrA act,SKN-1 inh,Neddylation inh,eLon inh,MT1-MMP act inh,CendR NRP1 mod
O=C1NCN(c2ccccc2)C12CCN(C(c1ccccc1)c1nnnn1-c1ccc3c(c1)OCCO3)CC2 (stereo not given),-9,20,3,-10,-5,i,8,-3,-9
CS(=O)(=O)c1ccc(C2=C(CNC(=O)c3cccs3)[C@H]3CC[C@@H](C2)N3CCOc2ccccc2)cc1,8,-8,-1,-4,7,i,-3,-1,-8
CSc1ccc(C(c2c(O)c3ccccc3oc2=O)c2c(C)n(C)n(-c3ccccc3)c2=O)cc1 (stereo not given),2,7,0,-4,6,i,-1,6,-14
O=C(c1ccc2c(=O)n(Cc3ccc4c(c3)OCO4)c(=S)[nH]c2c1)N1CCC2(CC1)OCCO2,-93,-2,-1,-8,14,i,5,15,-8
CC(=O)OC1C(O)C2=C3C4(C)C1C(C)(C)C(=O)CC4C3(O)C(OC(C)=O)C1(CC1C)C2=O (stereo not given),x,20,x,-3,-18,i,8,-3,-3
O=c1[nH]c(=O)n(C2CCCCC2)c(O)c1/C=N/N1CCCCC1c1cccnc1 (stereo not given),-8,-4,-2,-4,2,i,-5,-5,-7
O=C(c1ccc(Cl)cc1)C1CCCN(Cc2ccc3c(c2)OCCO3)C1 (stereo not given),3,0,3,0,-6,i,0,3,4
CCC(=O)c1cn(Cc2ccc(C#N)cc2)c2ccccc12,5,0,0,2,-8,i,0,2,1
CC(=O)c1cn(Cc2ccccc2F)c2ccccc12,3,7,3,-14,26,i,-7,7,12
CCOc1cccc(CNC2CN3CCC2CC3)c1 (stereo not given),-3,-7,-1,-10,-8,i,-2,1,-9
CC(C)NCC(O)c1ccc(C2CCCC2)cc1 (stereo not given),-3,-7,-1,-3,4,i,-5,0,0
CN1CCN(Cc2cn3cccnc3n2)CC1,-2,-6,3,1,15,i,-5,1,12
NCCc1cc(O)c(O)cc1O,47*!,2&-2,39*,-3&-5,76&42,i,2&-3,2&-1,19&18
CNCCc1c(C)n[nH]c1C,-2,-7,2,-2,7,i,1,0,12

# (cont.)
SMILES,PABP1 MLLE inh,FAS TE block,Rin1-Abl PPI inh,MsrA act,SKN-1 inh,Neddylation inh,eLon inh,MT1-MMP act inh,CendR NRP1 mod
C=CCn1c(O)c(C(C)=Nc2ccc3c(c2)CCC3)c(=O)[nH]c1=O,-12,-3,1,-3,2,i,-17,2,2
Cc1ccc(CN(Cc2ccccc2)C(=S)NCC(=O)N2CCC3(CC2)OCCO3)o1,-136,6,-3,-5,3,i,3,0,2
COc1ccc2[nH]c(C)c(CCNCc3cn(C)c4ccccc34)c2c1,-6,-8,1,-2,1,i,-2,-4,-10
O=C(N/N=C/c1c(O)n(-c2ccccc2)c(=O)[nH]c1=O)c1ccncc1,-23,-7,-1,-4,5,i,-6,-7,-42
CC1=CC2OC3CC4OC(=O)C=CC=CC(=O)OCCC(C)C(O)C(=O)OCC2(CC1O)C4(C)C31CO1 (stereo not given),-1,-4,0,-1,19,i,-2,-40,10
O=C(O)c1nn(Cc2ccc(Cl)cc2)c2ccccc12,8,-2,-1,-4,2,i,-2,7,6
CCC(=O)c1ccc(OCC(=O)N2CCN(CC(=O)Nc3ccccc3C(F)(F)F)CC2)cc1,-37,1,0,0,-10,i,-2,-5,6
O=C(c1cc2cc3ccc(Cl)cc3nc2o1)N1CCC2(CC1)OCCO2,-3,10,3,-3,13,i,1,2,4
CC1CCCCC1NC1CCN(C)CC1 (stereo not given),6,-2,1,-12,-1,i,7,4,-2
COc1ccc(N/N=C/c2c(O)n(-c3ccc(C)c(C)c3)c(=O)[nH]c2=O)cc1,7,-10,0,-12,-10,i,-136,-7,-1
CC[C@@H]1c2ccccc2[C@@H]2CC[C@H]1N2c1ccccc1,x,x,x,x,7,i,x,-4,4
C1=CC(Cc2cncs2)c2ccccc21 (stereo not given),6,-11,2,0,7,i,-1,-2,12
O=C1CCCN1c1ccc(S(=O)(=O)O)cc1 (tested in a mixture with another compound),2,-10,-5,-4,2,i,-3,1,10
Nc1cc(Cl)cc(C(=O)O)c1Cl,-3,-7,3,-2,3,i,-1,0,14
CCC(=O)O[C@@H]1[C@@H](OC(C)=O)[C@@]2(O)C(C[C@H](O)C2(C)C)[C@](C)(O)[C@H]2CC[C@@H]3[C@@H](O)[C@]12C[C@@]3(C)O (stereo not given in full),2,-3,-1,0,8,i,-4,1,7
CCCC(C)CC1(CCO)C(=O)NC(=S)NC1=O (stereo not given),13,-6,-2,1,-7,i,-9,1,9
Cc1ccc(C(C)C)c(OCC(=O)N2CCN(Cc3nc4cc([N+](=O)[O-])ccc4n3C)CC2)c1,-6,15,-1,-3,-7,i,-2,2,7
CCCCC(=O)C1C(=O)NC(=O)NC1=O,1,-9,-49,-1,5,i,2,1,-1
Fc1ccc(Cn2nnnc2CN2CCC(n3nnc4cc(C(F)(F)F)ccc43)CC2)cc1,-7,27,-1,1,5,i,-3,3,-3
N=C1c2ccccc2CN1c1cccc([N+](=O)[O-])c1,0,-6,3,-3,3,i,-10,2,2

# Single records, from the list above. Values in the order: PABP1 MLLE inh | FAS TE block | Rin1-Abl PPI inh | MsrA act | SKN-1 inh | Neddylation inh | eLon inh | MT1-MMP act inh | CendR NRP1 mod
# Record of CC[C@@H]1c2ccccc2[C@@H]2CC[C@H]1N2c1ccccc1 : x | x | x | x | 7 | i | x | -4 | 4
# Record of Nc1cc(Cl)cc(C(=O)O)c1Cl : -3 | -7 | 3 | -2 | 3 | i | -1 | 0 | 14

# Further entries.
SMILES,PABP1 MLLE inh,FAS TE block,Rin1-Abl PPI inh,MsrA act,SKN-1 inh,Neddylation inh,eLon inh,MT1-MMP act inh,CendR NRP1 mod
Clc1ccc(C(OCCN2CCCCC2)c2ccccc2)cc1 (stereo not given),1,8,-2,1,11,i,8,1,7
CCN1CCN(C(=O)Cc2coc3ccc4ccccc4c23)CC1,5,-9,4,-12,10,i,0,0,-8
COc1cccc(CN2CCN(Cc3cccc(F)c3)CC2)c1,5,0,-1,-3,1,i,0,3,4
S=P(NCCSCc1ccccc1)(N1CC1)N1CC1,0,-22,2,-1,-2,i,-17,-1,-2
CCN(CC)C(=O)c1ccc(NC(=O)c2ccc(-c3nn(C)c(=O)c4ccccc34)cc2)cc1,15,3,0,-2,5,i,0,-11,2
CCN1CCN(c2nc3c(c(=O)[nH]2)CCCC3)CC1,8,-9,3,-6,-6,i,-4,1,-3
CCOP(=O)(NC(C)C)Oc1ccc(SC)c(C)c1 (stereo not given),-9,-8,3,-5,-8,i,-16,1,7
CC(C)C(C)(NC(=O)c1cccn(Cc2ccc3c(c2)OC(F)(F)O3)c1=O)C(N)=O (stereo not given),14,-10,3,-11,5,i,0,2,0
O=C(c1ccc2c(c1)ncn2-c1ccc(F)cc1F)N1CCC2(CC1)OCCO2,5,-6,2,-7,-5,i,-8,-3,5
O=[N+]([O-])c1ccc(N2CCCC(C(F)(F)F)C2)c2ccncc12 (stereo not given),-5,21,1,-1,3,i,-3,-6,8
CCC(C)N1CCN(C(=O)Cc2ccccc2)CC1 (stereo not given),-3,0,1,-1,-12,i,5,3,7
CN(CCc1ccccc1)Cc1c[nH]c2ccccc12,-8,-5,-1,-7,3,i,10,2,12
C[C@H]1CN([C@@H](C)CO)C(=O)CCCn2nncc2CO[C@H]1CN(C)C(=O)Oc1ccc2ccccc2c1,0,-2,3,-4,-1,i,-3,-2,-5
Cn1ncc(Cl)c1C(=O)N1CCC2(CC1)OCCO2,8,-7,-1,-6,5,i,-10,1,-9
CCOc1cc2c(cc1OCC)-n1cccc1C(c1ccc(C)cc1C)NC2 (stereo not given),1,9,1,-2,20,i,7,-1,-4
COc1ccc(OC)c(N2C(=O)NC(=O)C3(Cc4cc(C)ccc4N(C)C3)C2=O)c1 (stereo not given),-5,-2,-3,-10,-10,i,0,-4,-10
COc1ccc(-n2c(O)c(C=NCc3ccc4c(c3)OCO4)c(=O)[nH]c2=O)cc1,-4,-4,2,-4,4,i,2,-6,-9
COCCCn1c(-c2ccc(OC)cc2)cc(C(=O)NC2CCCCCCC2)c1C,4,31,-1,4,14,i,2,-24,1
CCC(=NCCC(c1ccccc1)c1ccccc1)c1c(O)[nH]c(=O)[nH]c1=O,14,18,-2,-1,4,i,-2,-3,-4
O=C(CN1CCCC1=O)N1CCOCC1,9,-7,3,1,-12,i,-5,-3,1
C[C@]12CCC(=O)C=C1CCC1C2CC[C@@]2(C)C1CC[C@]2(C)O (stereo not given in full),7,-1,2,2,8,i,-18,7,-12
C[C@]12CCC3C(CC[C@H]4[C@@H](O)[C@H](O)CC[C@]34C)C1CCC2=O (stereo not given in full),-13,-5,2,-2,8,i,0,-2,2

# Assay outcomes as filed in PubChem BioAssay.

# An excerpt; rates above refer to the full screens.
